Screening data from PubChem.
Sm TGR inh: qHTS Assay for the Inhibitors of Schistosoma Mansoni Peroxiredoxins; Schistosoma mansoni thioredoxin glutathione reductase (TGR), Q962Y6; purified TGR, DTNB reduction, TNB absorbance 405 nm; Potency, µM (doses to about 114 µM), for the others: top-dose activity change, negative = inhibition, hits mostly inhibitors; 3% of 360,000 active; AID 485364, 2010; note: potency is the fitted concentration of half-maximal effect; nearly all actives have a fitted effect of over 60% in size
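TGR 20 nM + NADPH 100 uM (dispensed conc.), cpd preinc 15 min RT; start with NADPH (500 uM addition) then DTNB (15 mM addition). Kinetic TNB absorbance, 405 nm filter. Four-parameter Hill fit across titration.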
AmpC detergent: qHTS Inhibitors of AmpC Beta-Lactamase (assay with detergent) | P00811 | 0.041% of 370,000 active | AmpC hydrolysis of nitrocefin, absorbance 480 nm, 0.01% Triton | Potency, µM (titrated, usually from 114 µM), for inactives: at the highest dose activity change, negative = inhibition, most hits filed as inhibitors | AID 485294, 2010;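 note: potency is the fitted concentration of half-maximal effect; 0% = no-compound wells and -100% = no-enzyme wells; nearly all actives have a fitted effect of over 25% in size; some results filed as inactive show a strong effect at the top dose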
Target sequence (P00811 whole entry, looked up): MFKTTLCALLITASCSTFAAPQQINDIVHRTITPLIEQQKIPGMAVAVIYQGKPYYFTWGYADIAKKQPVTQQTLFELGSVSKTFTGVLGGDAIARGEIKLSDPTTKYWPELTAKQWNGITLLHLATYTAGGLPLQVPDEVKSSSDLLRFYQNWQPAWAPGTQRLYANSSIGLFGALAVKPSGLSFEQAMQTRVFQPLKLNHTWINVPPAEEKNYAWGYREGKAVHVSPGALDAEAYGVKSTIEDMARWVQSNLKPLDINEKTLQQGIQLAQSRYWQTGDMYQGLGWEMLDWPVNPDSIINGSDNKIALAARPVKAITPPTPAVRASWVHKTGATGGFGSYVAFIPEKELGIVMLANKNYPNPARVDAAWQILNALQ
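20 mM phosphate pH 7.0 + 0.01% (detergent screen) or 0.0001% Triton X-100; 5.3 nM AmpC reagent; cpd preinc 15 min RT; nitrocefin (800 uM stock) to start; A480 q20 s × 4 min; Activity was normalised to no-enzyme and no-compound control wells.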
HCV inh: qHTS Assay for Inhibitors of Hepatitis C Virus (HCV) | Huh7.5.1 HCVcc-Cre infection, luciferase reporter, 44 h | Potency, µM (series often up to 41.8 µM), inactives show at the top dose activity change, negative = inhibition, actives largely listed as inhibitors | 3.4% of 340,000 active | AID 651820, 2012; note: potency is the fitted concentration of half-maximal effect
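Cells seeded at 1,000/well and cultured 4 h, then compounds added followed by HCVcc-Cre virus (~0.5 moi). After 44 h further culture, luciferase substrate was added, plates held 15 min at room temperature, and luminescence read for 15 sec.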
HCMV antiviral: qHTS Assay for inhibitors of the human cytomegalovirus (HCMV); activity change, negative = inhibition, % at 57.5 µM; 4.5% of 410,000 active; HFF cells, HCMV-luciferase reporter, 72 h; active compounds read low; in the data active = activity change below about -60%; inconclusive = no clear call, values can overlap the other calls; inactive = above about -39%
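After 16 h attachment at 37C, HFF cells received test compound and HCMV-luciferase (1 PFU/cell); reporter luminescence read 72 h later, data normalized against buffer-only and known inhibitor Salinomycin.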
AMA1 RON2 block: qHTS for Inhibitors of AMA1-RON; Towards Development of Antimalarial Drug Lead: Primary Screen; Plasmodium falciparum AMA1 (3D7) - RON2 peptide interaction; AlphaScreen AMA1-biotinylated RON2 peptide binding; Potency, µM (top dose mostly 58.2 µM), inactives show at the highest dose activity change, negative = inhibition, most hits filed as inhibitors; 0.2% of 360,000 active;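 note: potency is the fitted concentration of half-maximal effect; 0% = vehicle wells and -100% = peptide control; nearly all actives have a fitted effect of over 45% in size; some results filed as inactive show a strong effect at the top dose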
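AMA1 (3D7) with his tag at 25 nM final met compounds first, then biotinylated RON2 peptide at 25 nM; detection used donor plus acceptor beads, 10 µg/mL apiece, read by AlphaScreen after 30 min at room temperature.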
Giardia FBPA inh: qHTS Assay for Inhibitors of Fructose-1,6-bisphosphate Aldolase from Giardia Lamblia. A8B2U2. purified Giardia FBPA. Potency, µM (highest dose often 59.6 µM), without a hit: at the highest dose activity, negative = inhibition, usual class: inhibitors. 0.71% of 290,000 active. AID 2451, 2010; note: potency is the fitted concentration of half-maximal effect; nearly all actives have a fitted effect of over 55% in size
Target sequence (A8B2U2 whole entry, looked up): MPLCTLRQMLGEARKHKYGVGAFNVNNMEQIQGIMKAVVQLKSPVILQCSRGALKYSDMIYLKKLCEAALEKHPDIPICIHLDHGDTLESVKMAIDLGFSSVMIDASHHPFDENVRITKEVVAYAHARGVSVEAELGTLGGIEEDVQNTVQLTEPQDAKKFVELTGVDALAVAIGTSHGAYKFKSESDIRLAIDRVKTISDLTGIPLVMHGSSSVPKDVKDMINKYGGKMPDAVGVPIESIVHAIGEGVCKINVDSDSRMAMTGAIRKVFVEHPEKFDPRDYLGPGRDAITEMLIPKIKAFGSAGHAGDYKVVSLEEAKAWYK
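Giardia FBPA (40 nM reagent) was preincubated 10 min at RT with compound (up to 57.5 uM final), then substrate plus GAPDH/TPI/NAD/arsenate coupling system with diaphorase/resazurin was added; resorufin fluorescence (525/598 nm) was read after 20 min.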
* hit, by the source's call; ? = inconclusive; / = not tested or not shown; & = joins results of further samples; [ ] = dose if it differs, or a comment. Unless noted, calls come from the whole dose curve; as a rule, active = well fitted curve in the direction sought with a large enough effect; inconclusive = small, poorly fitted or top-dose-only effect, or another doubt; inactive = no such curve, though single readings can be large; an effect the other way counts as inactive or inconclusive. Unless noted, % is set by controls: 0 for no effect and ±100 for the full control effect. Outcome played no part in choosing rows; any-hit rate near 9.3%.

SMILES | Sm TGR inh | AmpC detergent | HCV inh | HCMV antiviral | AMA1 RON2 block | Giardia FBPA inh
COc1ccccc1N1CCN(C(=O)C2CCC(CNS(=O)(=O)c3ccc(NC(C)=O)cc3)CC2)CC1 (stereo unspecified) | 0.0% | 0.5% | ? | -33.7 | -11.5% | 8.4%
O=C(CSc1nc(-c2ccccc2)nc2ccc(F)cc12)Nc1cccc(C(=O)O)c1 | -14.2% | -2.2% | 21.0% | 14.0 | -1.3% | 26.5%
CCOc1ccc(Oc2ccc(C(F)(F)F)cc2NC(=O)C2=COCCO2)cc1 | -2.3% | 0.4% | -17.0% | -12.7 | 10.2% | /
CCCCn1c(N)c(N(CCOC)C(=O)c2ccc(C)c(S(=O)(=O)N3CCOCC3)c2)c(=O)[nH]c1=O | -8.2% | -1.9% | -26.5% | -10.5 | -3.7% | /
CCOc1ccc(Cl)cc1S(=O)(=O)N1CCC(C(=O)NCc2cccnc2)CC1 | 1.8% | -6.8% | 2.6% | -5.5 | -8.7% | -0.8%
Cc1ccc(C)c(N2CCN(c3nc4ccccc4c(=O)n3-c3ccccc3)CC2)c1 | 6.4% | -8.8% | / | -24.9 | / | /
COc1ccccc1N1CCN(C(=O)CCNS(=O)(=O)c2ccc3c(c2)CCC(=O)N3)CC1 | 1.5% | -4.4% | 0.6%&-11.1% | 2.4 | -2.1% | -19.0%
COc1ccc(Cl)cc1Nc1nc2ccc(C)cc2n2cnnc12 | 0.0% | -2.4% | ? | 9.3 | -2.9% | 8.5%
Cc1noc(C)c1CSCC(=O)N(C)CC(=O)Nc1ccc(Cl)c(Cl)c1 | -12.0% | ? | ? | -15.8 | -3.7% | /
CN(C)c1ccc(Nc2cc(Cl)ncn2)cc1 | -1.8% | ? | -3.1% | 43.2 | -21.7% | -6.2%
COc1ccc(COc2cc(-c3cccc(OC)c3)nc3ccc(NC(C)=O)cc23)cc1 | -5.4% | -12.0% | ? | -18.9 | 9.4% | -4.4%&2.1%
CCOC(=O)C1C(=O)CC(C)(O)C(C(=O)OCC)C1c1ccc(Br)o1 (stereo unspecified) | ? | -4.9% | 5.5% | 10.9 | 11.1% | -0.9%
COc1ccc([C@H]2[C@@H](C#N)[C@H](C#N)N3CCCN23)cc1 | 7.7% | 2.5% | 3.5% | 15.5 | 21.5% | -7.3%
Cc1ccc(SCC(=O)NCCN2C(=O)CSC2=O)cc1C | -2.2% | -11.1% | -1.2% | 99.9 | -6.6% | 0.1%
COc1cccc(CC(=O)OCC(=O)NC2(C#N)CCCCC2)c1 | -0.8% | 0.0% | 19.0% | -29.6 | 28.5% | /
COC(=O)c1cc(NC(=O)C2COc3ccccc3O2)cc(C(=O)OC)c1 (stereo unspecified) | -0.4% | 2.6% | ? | 48.4 | 10.1% | -3.4%
COc1ccc(CCNC(=O)c2coc(=O)c(Br)c2)cc1 | -13.0% | -7.0% | -2.1% | 78.2 | 10.5% | -2.7%
COc1ccc(CCN(C)CC(O)COc2ccc(C(C)=O)cc2OC)cc1OC (stereo unspecified) | ? | -16.5% | 3.0% | 44.4 | -15.6% | ?
COc1ccc(C(=O)C2CCCN(C(=O)CCC3=NNC(=O)CC3)C2)c(C)c1 (stereo unspecified) | 14.3% | -2.8% | -13.8% | -17.8 | -2.8% | 5.4%
O=C(CSC1=NC(=O)C(Cc2ccccc2)C(=O)N1)NC1CCCCC1 (stereo unspecified) | 3.2% | -0.7% | 6.9% | -29.7 | -2.7% | 8.2%
Cc1ccc(NC(=O)CSc2nnc(CNC(=O)c3cccs3)o2)cc1 | 6.6% | 0.1% | -6.8% | -24.3 | -9.5% | 3.3%
COc1cccc(N(CC(=O)NCC2CCCO2)C(=O)CCC(=O)Nc2nccs2)c1 (stereo unspecified) | 5.9% | 6.7% | -5.7% | 14.3 | -0.3% | -2.5%
COc1cc(C(=O)NCCCn2ccnc2)cc(OC)c1OC | / | ? | 20.3% | 95.7 | -3.1% | 0.4%
COc1ccc(N(Cc2cc3ccccc3[nH]c2=O)S(C)(=O)=O)cc1 | 3.3% | -1.7% | -9.4% | 14.8 | -2.9% | -1.8%
CCOC(=O)c1cc(C(=O)c2cc(Cl)ccc2O)coc1=N | -13.1% | -3.2% | -18.7% | -2.2 | 6.1% | 3.7%
CN(CC(=O)Nc1ccc(F)cc1)C(=O)c1cc(-c2ccco2)nc2ccccc12 | 11.2µM* | -1.9% | -1.8% | -2.9 | -16.8% | /
Cc1ccc(S(=O)(=O)N(C)C)cc1NC(=S)NC(C)CCC(C)C (stereo unspecified) | -5.3% | -11.9% | ? | 7.4 | 20.3% | -4.6%
Cc1ccc(C)c2c1sc(=NC(=O)CN1C(=O)CCC1=O)n2C | 1.2% | ? | 11.3% | 9.9 | 11.8% | 0.2%
CCC(C)(C)n1nnnc1C(c1cccs1)N1CC=C(c2ccc(F)cc2)CC1 (stereo unspecified) | ? | -22.7% | ? | -63.1* | -7.9% | -7.1%
Cc1ccc2nc(-c3ccc(Br)o3)oc(=O)c2c1 | 0.0% | -0.2% | 4.8% | 11.2 | -4.3% | -0.7%
O=C(CCN1CCCCC1)Nc1ccc(Br)cc1 | -15.2% | ? | ? | -3.5 | -7.8% | 1.1%
Cc1c(NC(=O)C(=O)/C=C(/O)c2ccccc2)c(=O)n(-c2ccccc2)n1C | 4.1% | -8.0% | 18.4% | -19.9 | 21.6% | -15.9%
CS(=O)(=O)N(CC(=O)NCc1ccncc1)c1cc(Cl)cc(Cl)c1 | 4.0% | ? | 6.2% | ? | 0.2% | 21.2%
COc1cccc(-c2nnc(SCC(=O)N3CCc4ccccc43)o2)c1 | 2.1% | -0.3% | / | -2.2 | / | /
COc1ccc(NC(=O)CN2CCN(C3CCCCC3)C(=O)C2=O)cc1 | -4.0% | 9.8% | / | -1.8 | / | /
CC(C)(C)c1ccc(OCCC(=O)Nc2cccc(S(=O)(=O)N3CCCC3)c2)cc1 | 6.5% | -2.1% | ? | -39.0 | 6.5% | /
COc1ccccc1C(=O)N/C(=C\c1ccc(Br)cc1)C(=O)NCCO | -0.7% | -1.6% | -11.6% | 16.9 | -26.7% | /
COc1ccc(CNC(=O)c2ccc3nccnc3c2)cc1 | -18.8% | -16.4% | 14.3% | -8.5 | -18.5% | -10.6%
Cc1cc(NC(=O)c2ccc(S(=O)(=O)N(C)C)cc2)n(-c2ccccn2)n1 | -16.9% | -16.9% | -29.4% | 23.3 | 0.5% | /
CC(=O)c1cc2c(cc1NC(=O)CCc1ccccc1)OCO2 | 4.2% | ? | ? | 5.1 | 71.7%[activator] | -16.1%
CCOc1cccc2sc(=NC(=O)CCS(=O)(=O)c3ccc(F)cc3)n(C)c12 | -11.2% | -18.6% | ? | ? | -22.4% | /
COCCn1nnnc1C(c1cc2cccc(C)c2[nH]c1=O)N1CCN(c2ccccc2F)CC1 (stereo unspecified) | 14.1µM* | 8.7% | 6.9%&10.2% | 118.5 | -9.0% | -17.8%
CCOc1ccc(-c2cc(NC(=O)Nc3ccc(Cl)cc3)c(C(=O)OC)s2)cc1 | 3.2% | 20.1% | / | 19.2 | / | /
COCC(=O)Nc1cc(Cl)ccc1C(F)(F)F | 0.0% | -3.2% | / | / | / | 3.5%
Cc1ccc(S(=O)(=O)NCCCCCC(=O)N(C)C)cc1 | 10.8% | -4.2% | 15.4% | 204.4 | -4.8% | -6.2%[12.9 µM]
COc1cc(NC(=O)C2CCCN2C(=O)C2CCC(C)CC2)cc(OC)c1OC (stereo unspecified) | 0.4% | -6.4% | 1.9% | -16.2 | 7.8% | -10.6%
C=CCNC(=O)c1onc(CSc2ccc(F)cc2)c1C(=O)NCCOC | 31.0% | -13.1% | -15.2% | 0.2 | -9.3% | -3.5%
Cc1cc(C)c(C(=O)N2CCCC(CNS(=O)(=O)c3cccs3)C2)o1 (stereo unspecified) | -3.1% | -3.6% | -17.0% | ? | 5.2% | /
Cc1ccc(-n2c(=O)[nH]c3c(C(N)=O)nc(C(C)C)nc32)cc1 | 9.4% | -12.5% | 3.1% | -8.7 | 78.4%[activator] | 7.0%
Cc1ccc(S(=O)(=O)N2CCCC(C(=O)N3CCN(C)CC3)C2)cc1 (stereo unspecified) | 2.7% | 5.3% | 8.0% | -30.0 | 20.6% | ?
Cc1ccc(CSc2nnc(-c3ccccn3)n2N)cc1 | 3.5% | -11.5% | 6.3% | -23.5 | ? | 3.1%
COC(=O)c1c(NC(=O)/C(C#N)=C/c2ccc(OC)cc2)sc2c1CCC2 | -1.1% | 15.4% | / | -11.6 | / | /
O=C(CN1C(=O)CCS(=O)(=O)c2ccccc21)NCc1ccc2c(c1)OCO2 | 0.3% | 1.3% | 11.1% | -9.4 | 2.8% | 0.4%
Clc1cccc2sc(N3CCN(c4ccccc4)CC3)nc12 | -2.1% | -4.0% | -1.3% | 23.3 | -28.7% | -1.6%
CCc1ccc(CNC(=O)c2ccc(NC(=O)N3CCSc4ncccc43)cc2)cc1 | -5.0% | 0.4% | / | ? | / | /
COC(CNC(=O)c1ccc2c(c1)ncn2-c1ccc(C)cc1C)OC | 6.3% | -13.9% | -1.4% | 22.4 | -1.1% | -2.2%
CCOC(=O)c1cc2c(C(F)(F)F)cc(-c3cccnc3)nc2o1 | 9.9% | ? | -19.3% | -0.8 | -0.2% | 0.0%
CN1C(=O)c2ccc(NC(=O)CSc3ccccc3)cc2C1=O | -24.9% | -6.0% | 16.9% | 15.6 | 3.2% | 1.4%
Cc1[nH]c2ccccc2c1C1(O)C(=O)Nc2ccc(Cl)cc21 (stereo unspecified) | -17.6% | -1.5% | / | 2.8 | / | /
Cc1ccc(-n2c(Cc3cccs3)nnc2SCC(=O)Nc2ccc(F)c(F)c2)cc1 | -1.2% | 3.0% | ? | 6.9 | -13.3% | 2.6%

Some of these compounds in order of length of the SMILES, highest first:
SMILES | Sm TGR inh | AmpC detergent | HCV inh | HCMV antiviral | AMA1 RON2 block | Giardia FBPA inh
CCc1ccc(CNC(=O)c2ccc(NC(=O)N3CCSc4ncccc43)cc2)cc1 | -5.0% | 0.4% | / | ? | / | /
C=CCNC(=O)c1onc(CSc2ccc(F)cc2)c1C(=O)NCCOC | 31.0% | -13.1% | -15.2% | 0.2 | -9.3% | -3.5%
Cc1[nH]c2ccccc2c1C1(O)C(=O)Nc2ccc(Cl)cc21 (stereo unspecified) | -17.6% | -1.5% | / | 2.8 | / | /
CN1C(=O)c2ccc(NC(=O)CSc3ccccc3)cc2C1=O | -24.9% | -6.0% | 16.9% | 15.6 | 3.2% | 1.4%
Cc1ccc(CSc2nnc(-c3ccccn3)n2N)cc1 | 3.5% | -11.5% | 6.3% | -23.5 | ? | 3.1%
